Fam108B counter = Fam108B inhibition, counter-screen for RBBP9 inhibitors; recombinant Fam108B, FP-Rh probe fluorescence polarization; inhibition, % at 9.51 µM; 300,000 compounds, 0.33% hits; AID 1947;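 active = inhibition above the screen mean inhibition plus 3 SD, computed separately per campaign, cut at about 18% in these data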;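 also: inhibitors lower polarization as less probe binds the enzyme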
MCL1-BIM inh = MCL1-BIM-BH3 interaction inhibition (human); Q07820; GST-MCL1 / FITC-Bim-BH3 fluorescence polarization; inhibition, % at 10.9 µM; 320,000 compounds, 0.68% hits; AID 2057;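 active = inhibition above the mean inhibition of all tested compounds plus 3 SD, set per campaign, cut at about 40% in these data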;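 also: 0% = DMSO wells and 100% = unlabeled Bim-BH3 peptide control; higher means more loss of mP so more displacement of Bim peptide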
GSTO1 inh = counter-screen for RBBP9 inhibitors: inhibitors of human GSTO1; inhibition, % at 5.96 µM; 300,000 compounds, 1.1% hits; recombinant GSTO1, activity-based probe fluorescence polarization;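 active = inhibition above the campaign mean inhibition plus 3 SD, cut at about 35% in these data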;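 also: 0% = GSTO1-1 with DMSO and 100% = wells lacking GSTO1-1 enzyme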
Target sequence (P78417 whole entry, looked up): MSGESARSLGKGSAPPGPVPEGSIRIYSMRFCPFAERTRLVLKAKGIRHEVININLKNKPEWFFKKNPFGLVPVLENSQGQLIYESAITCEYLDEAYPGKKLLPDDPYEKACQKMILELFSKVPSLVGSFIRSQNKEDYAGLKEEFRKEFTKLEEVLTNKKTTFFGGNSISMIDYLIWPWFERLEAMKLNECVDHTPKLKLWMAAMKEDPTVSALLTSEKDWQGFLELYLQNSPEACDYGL
PME-1 inh = PME-1 (human) inhibition | recombinant PME-1, FP-Rh probe fluorescence polarization | Q9Y570 | 320,000 compounds, 0.53% hits | AID 2130 | inhibition, % at 5.9 µM;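 active = inhibition above the campaign mean of all compounds plus 3 SD, cut at about 26% in these data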;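 also: competitive labeling of PME-1 active site by serine hydrolase directed probe; 0% = PME-1 with DMSO and 100% = wells lacking PME-1 enzyme; inhibitors block probe labeling so polarization falls and inhibition rises; many of its hits are not listed in these tables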
Target sequence (Q9Y570 whole entry, looked up): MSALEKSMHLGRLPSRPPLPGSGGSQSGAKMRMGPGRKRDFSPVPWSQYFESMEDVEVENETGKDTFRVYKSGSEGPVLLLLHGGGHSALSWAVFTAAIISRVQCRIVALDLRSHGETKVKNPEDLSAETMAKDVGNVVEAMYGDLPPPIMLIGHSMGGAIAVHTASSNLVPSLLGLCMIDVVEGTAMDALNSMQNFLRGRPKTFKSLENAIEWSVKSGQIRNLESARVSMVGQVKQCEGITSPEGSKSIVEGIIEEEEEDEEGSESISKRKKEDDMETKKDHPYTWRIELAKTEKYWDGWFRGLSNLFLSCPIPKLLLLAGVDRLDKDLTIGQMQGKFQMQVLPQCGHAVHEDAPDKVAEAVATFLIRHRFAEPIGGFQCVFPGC
TPT1 inhibitor = inhibitors of Candida albicans tRNA 2'-phosphotransferase TPT1. inhibition, % at 5 µM. 300,000 compounds, 0.81% hits. AID 1962. recombinant caTPT1, FP RNA substrate dephosphorylation;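 active = inhibition above the mean of all tested compounds plus 3 SD, set per screening campaign, cut at about 24% in these data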;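 also: plate controls were DMSO alone for no effect and ferristatin control at 100 nM for full effect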
GLD-1 TGE inh = GLD-1-TGE RNA interaction inhibition (C. elegans); purified GLD-1 + fluorescein TGE RNA, fluorescence polarization; 320,000 compounds, 0.44% hits; inhibition, % at 5.96 µM; Q17339;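 active = percent inhibition above a per-plate cutoff, the plate mean of test compounds plus 3 SD, cut at about 30% in these data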;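 also: 0% = DMSO wells with GLD-1 and probe and 100% = wells lacking GLD-1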
Bcl-xL primary = inhibitors of human Bcl-xL; 320,000 compounds, 0.7% hits; GST-Bcl-xL / FITC-Bim BH3 peptide fluorescence polarization; inhibition, % at 10.9 µM;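 active = inhibition above the mean of all tested compounds plus 3 SD, cutoff set per campaign, cut at about 30% in these data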;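 also: 0% = DMSO wells and 100% = unlabeled Bim-BH3 peptide competitor; inhibitors lower millipolarization by displacing the labeled peptide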
Target sequence (Q07817 whole entry, looked up): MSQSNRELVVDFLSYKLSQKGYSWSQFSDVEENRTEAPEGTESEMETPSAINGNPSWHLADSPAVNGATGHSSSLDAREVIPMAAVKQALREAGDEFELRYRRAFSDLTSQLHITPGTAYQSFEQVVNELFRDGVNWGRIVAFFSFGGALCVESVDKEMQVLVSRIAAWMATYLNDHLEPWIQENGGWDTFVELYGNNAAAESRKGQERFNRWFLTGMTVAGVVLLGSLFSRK
MEX-5 binding = C. elegans MEX-5 TCR-2 RNA binding activity. Q9XUB2. MEX-5/FITC-TCR2 RNA binding, fluorescence polarization; active compounds read low. activity score (negative = inhibition of binding), % at 10 µM. 300,000 compounds, 0.38% hits;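 active = inhibition past about -25% in most replicates, and total fluorescence under double the plate's negative control median, limit read from the data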;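 also: 0% = DMSO and -100% = 5 µM competing unlabeled TCR2 RNA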
PAD4 FP inh = blocks human protein arginine deiminase 4; recombinant PAD4, RCA probe fluorescence polarization; inhibition, % at 6.36 µM; 330,000 compounds, 0.41% hits;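 active = percent inhibition above a cutoff equal to the mean of all tested compounds plus 3 SD, cut at about 15% in these data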;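 also: 0% = PAD4 with RCA probe and DMSO and 100% = probe without PAD4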
* marks the source's active call; other numbers are inactive results; · = no result given. An excerpt. The share of hits here may be higher or lower than overall.

The line under a structure holds: Fam108B counter	MCL1-BIM inh	GSTO1 inh	PME-1 inh	TPT1 inhibitor	GLD-1 TGE inh	Bcl-xL primary	MEX-5 binding	PAD4 FP inh
> CC(C)=CCc1c2c(c(O)c3c(=O)c4c(oc13)-c1cc(O)c(O)cc1OC4C=C(C)C)C=CC(C)(C)O2 (configuration not stated)
 : 0.2	-2.2	8.2	1.5	4.8	2.5	-1.1	1.2	1.5
> Nc1nc(SCc2ccc(Cl)cc2Cl)ns1
 : 1.0	3.8	5.4	-4.7	-6.3	2.5	1.9	1.6	-5.6
> Cc1cc(C)n2c(SCc3cccs3)nnc2n1
 : 3.4	10.0	2.1	-1.6	-0.6	1.1	6.2	1.0	-0.4
> COC(=O)c1[nH]c2cc(C)ccc2c1NC(=O)CN1CCOCC1
 : 0.7	3.0	-1.0	-6.0	-3.7	3.8	4.1	-0.3	0.6
> Cc1ccc(Cn2c(C(CO)Nc3nc(-c4ccc(Cl)c([N+](=O)[O-])c4)cs3)nc3ccccc32)cc1 (configuration not stated)
 : 3.8	5.7	3.2	-7.2	-2.5	3.6	2.9	1.7	6.8
> Cc1cccc(NC2SC(=O)NC2=O)c1 (configuration not stated)
 : -8.2	13.0	-1.0	3.9	-0.4	7.3	9.6	-1.9	1.9
> COc1ccc(CN2CC(=O)N(c3cccc(Cl)c3)C2=S)cc1OC
 : 0.3	1.1	0.5	-0.5	5.8	3.4	-0.9	-1.8	0.7
> CN(C)S(=O)(=O)c1ccc(C(=O)Oc2coc(CSc3ncccn3)cc2=O)cc1
 : 2.2	5.9	1.8	8.3	-1.1	-5.7	0.8	1.4	-0.7
> CN(CCc1cn[nH]c1)C(=O)CC1C(=O)NCCN1Cc1ccccc1C(F)(F)F (configuration not stated)
 : 2.5	13.8	4.9	0.0	-2.9	14.4	10.2	2.5	0.4
> CCCC(=O)N1CCN(c2nc3ccc(Br)cc3s2)CC1
 : -0.5	1.5	0.0	3.1	-2.5	2.1	4.8	0.7	2.3
> CC(C(=O)Nc1ccc(C#N)cc1)N(C)CC(=O)Nc1ccccc1Br (configuration not stated)
 : -3.4	-5.1	5.1	6.9	1.6	5.4	-2.8	0.7	6.5
> CC1(C)CC(=O)C(CC(=O)Nc2ccc(S(N)(=O)=O)cc2)=C(O)C1
 : 0.9	-1.3	-2.0	-2.0	0.1	-1.9	6.0	1.1	-4.5
> CC(=O)Nc1cc(C(=O)NCc2ccco2)ccc1Sc1ccc(Cl)cc1
 : 0.3	7.5	0.5	0.9	-0.7	-4.0	6.0	1.2	0.3
> COCCNC(=O)Cc1ccc(F)cc1
 : 0.6	2.4	12.0	-7.1	-1.6	-2.4	5.1	-0.1	4.9
> NS(=O)(=O)c1cc(C(=O)N2CCNC(=O)C2)ccc1Cl
 : -3.9	1.5	12.6	-4.1	-1.8	-2.0	6.4	-3.8	0.9
> COc1ccc(CNC(=O)C/C(C)=N/NC(=O)c2ccccc2OC)cc1
 : -5.8	-1.8	1.0	-1.3	-0.6	6.9	-0.3	0.2	-2.5
> CN(C(=O)COC(=O)c1ccccc1OCc1ccc(Cl)cc1)c1c(N)n(Cc2ccccc2)c(=O)[nH]c1=O
 : -5.5	-5.5	-3.9	-15.1	-1.2	3.8	-5.5	-0.7	1.3
> COc1ccc(NC(=O)c2cccc(S(=O)(=O)N3CCN(c4ccccc4)CC3)c2)c(OC)c1
 : ·	-10.9	·	4.5	·	8.8	-9.4	·	-1.0
> CCn1cnc2c(cnn2-c2ccccc2)c1=O
 : 0.8	5.6	1.4	-1.9	-3.8	3.9	4.5	2.6	-1.4
> CCOC(=O)N1CCN(c2ccc(C(C)=O)cc2F)CC1C (configuration not stated)
 : -0.7	11.0	0.1	-7.3	2.5	6.8	6.1	2.2	-2.1
> COc1cccc(-n2cnc(=O)c3cccnc32)c1
 : -6.1	-4.0	4.5	0.6	-5.1	4.1	2.9	1.9	-2.6
> O=C(c1cn(Cc2ccccc2)nc1-c1cccnc1)N1CCN(Cc2ccccc2)CC1
 : ·	-0.9	·	-2.7	·	3.1	8.7	·	5.4
> FC(F)(F)c1nnc(-c2ccccc2)nc1Sc1ccc(Cl)cc1
 : -5.5	5.1	-2.5	8.7	-1.4	5.5	6.0	-0.9	1.4
> O=C(CSCC(=O)NCc1ccco1)NCc1ccco1
 : 0.7	-2.7	3.2	-6.4	1.9	6.8	-2.0	-0.5	-0.8
> CC(=O)c1cccc(NC(=O)Cn2cnc(S(=O)(=O)N3CCc4ccccc43)c2)c1
 : -1.9	-3.6	3.0	3.0	-0.9	-0.5	7.2	-4.6	4.1
> COc1ccc(CCNC(=O)Cn2nnc3ccccc3c2=O)cc1
 : 6.2	-16.5	1.3	5.0	-2.1	-1.0	-7.6	-1.0	2.0
> COCCN(C(=O)CNC(=O)c1cccs1)C(C(=O)NC1CCCC1)c1cccs1 (configuration not stated)
 : -3.4	-1.8	-5.8	-4.6	-2.8	-2.7	0.7	2.2	1.4
> CCOC(=O)N1CCC(NC(=O)CCc2c(C)nc3nc(C)nn3c2C)CC1
 : -1.9	-7.6	6.7	-4.0	0.1	-8.0	-1.1	2.3	1.1
> COc1ccc(-c2nc(CS(=O)CC(=O)NC3CCCCC3)c(C)o2)cc1 (configuration not stated)
 : 1.1	5.4	6.1	-8.2	-5.3	8.5	0.4	-2.3	3.2
> Cc1cccc(C(=O)NNC(=O)CCn2nnc3ccccc32)c1
 : -0.3	4.5	2.8	0.5	-7.3	-2.8	5.7	-1.4	-1.4

Structures from the list above with a thiophene ring, fused or not, in the order listed:
The line under a structure holds: Fam108B counter	MCL1-BIM inh	GSTO1 inh	PME-1 inh	TPT1 inhibitor	GLD-1 TGE inh	Bcl-xL primary	MEX-5 binding	PAD4 FP inh
> Cc1cc(C)n2c(SCc3cccs3)nnc2n1
 : 3.4	10.0	2.1	-1.6	-0.6	1.1	6.2	1.0	-0.4
> COCCN(C(=O)CNC(=O)c1cccs1)C(C(=O)NC1CCCC1)c1cccs1 (configuration not stated)
 : -3.4	-1.8	-5.8	-4.6	-2.8	-2.7	0.7	2.2	1.4

(more compounds)
The line under a structure holds: Fam108B counter	MCL1-BIM inh	GSTO1 inh	PME-1 inh	TPT1 inhibitor	GLD-1 TGE inh	Bcl-xL primary	MEX-5 binding	PAD4 FP inh
> Cc1noc(C)c1COC(=O)c1ccccc1NC(=O)Cc1ccccc1
 : 0.9	-3.6	-4.8	0.9	0.1	11.9	-0.5	-2.2	0.1
> CCOCC(=O)Nc1ccc(Br)c(C)c1
 : 0.2	-1.1	15.3	-5.2	-2.3	1.0	3.1	0.4	-6.8
> Cc1ccc(OCc2cc(C(=O)NC(C)Cc3cccc(C)n3)no2)cn1 (configuration not stated)
 : 3.0	8.3	-0.3	3.1	1.6	-2.2	9.2	·	-1.8
> OCC[C@H]1C[C@@H](O)[C@H](O)[C@]2(CCc3ccccc3O2)O1
 : -2.1	4.8	-1.6	5.6	1.0	1.2	-3.5	·	0.8
> Cc1ccccc1C(=O)c1cccn1CC(=O)NCC1CCCO1 (configuration not stated)
 : 0.8	5.0	-3.9	-3.7	-2.5	3.1	4.0	-0.4	-0.5
> COCCC(=O)N1CCC(Oc2ccc(C(=O)NC3CCOC(C)(C)C3)cc2)CC1 (configuration not stated)
 : -1.8	-0.1	3.2	4.4	-0.7	-0.8	3.7	2.3	5.4
> COc1ccc([N+](=O)[O-])cc1NC1CCCCC1
 : 0.8	-1.3	4.5	5.5	1.6	-3.0	-2.4	0.7	-2.1
> O=C(Nc1ccc(N2CCCC2)cc1)c1cccc(Cl)c1
 : -4.5	-11.1	-0.9	-0.5	0.0	1.7	-4.4	-1.2	-4.9
> CC1=C(C(=O)OCc2ccccc2)C(c2ccc(C(C)(C)C)cc2)NC(=O)N1CCCCCC(=O)O (configuration not stated)
 : -1.4	1.3	3.1	1.7	0.3	7.4	4.4	2.6	-6.0
> NS(=O)(=O)c1ccc(CCNC(=O)C2Cc3ccccc3CN2C(=O)c2ccco2)cc1 (configuration not stated)
 : 0.3	7.8	6.8	1.5	-0.7	-4.8	3.5	0.7	-3.2
> CCOc1ccc(C(NC(=O)CC)c2c(O)ccc3ccccc23)cc1 (configuration not stated)
 : 1.8	-3.4	-3.5	4.3	-1.6	1.0	-1.8	-1.9	-0.2
> Cc1ccc(C(=O)Nc2ccc(Br)cc2)cc1S(=O)(=O)Nc1ccccn1
 : -46.4	2.2	-7.6	-43.5	2.6	4.2	8.8	0.1	-2.9
> CCCCCc1cc(=O)oc2c(C(CCN3CCCC(C)C3)c3cc(OC)c(OC)c(OC)c3)c(OC)cc(OC)c12 (configuration not stated)
 : 2.6	3.8	-4.9	-1.2	5.2	-3.9	-1.8	4.6	-7.8
> Cc1ccc(-n2c(CSc3nc(C)cc(C)n3)n[nH]c2=S)cc1
 : -4.6	-9.2	5.6	1.2	3.1	4.2	-11.1	-1.1	1.3
> N#CC1=C(N)NC(SCC(=O)c2ccccc2)=C(C#N)C12CCCC2
 : 2.3	0.0	-5.5	6.0	7.6	-3.4	2.2	4.2	-1.6
> O=C(/C=C/c1ccc2c(c1)OCO2)Nc1cccnc1
 : -0.6	1.7	-2.1	-9.0	0.4	2.7	3.3	0.1	-0.8
> C=CCNc1nc(-c2c(C)nc3ncccn23)cs1
 : -1.9	18.0	3.8	-4.0	-5.0	11.4	8.9	-6.7	0.4
> CNS(=O)(=O)c1ccc(C)cc1
 : -3.4	-3.4	-9.5	-4.3	2.0	7.0	2.8	3.1	0.6
> O=C(OCC(=O)N(c1ccccc1)C1CCCCC1)c1ccc(CO)cc1
 : ·	4.2	·	2.9	·	5.7	3.5	·	-5.2
> O=C(N/N=C/c1ccc(C(=O)O)cc1)C(=O)N1CCCCCC1
 : 3.2	-5.0	-1.0	-5.7	-2.9	0.9	-2.0	-1.9	0.2
> COc1ccc2[nH]c(=O)c(C(c3nnnn3C3CCCCC3)N3CCN(C)CC3)cc2c1 (configuration not stated)
 : -2.2	14.0	4.4	-7.8	-3.1	4.6	7.6	0.1	-0.6
> O=C(COC(=O)c1cccc(Br)c1)NCCc1ccccc1
 : 2.8	-2.5	-5.1	0.0	-1.5	2.0	3.4	-4.9	-4.8
> O=C(CSc1nnc(COc2ccccc2)o1)N1CCOCC1
 : 0.9	-2.5	5.9	0.7	-0.2	4.3	1.6	-0.9	1.3
> O=C(O)CCN1C(=O)/C(=C2\C(=O)N(Cc3ccc(F)cc3)c3ccccc32)SC1=S
 : 2.4	18.3	-1.6	-0.7	-0.6	-4.3	14.3	-2.1	1.9
> COc1ccc(/C=C/C(=O)OCC(=O)Nc2cccc(Oc3ccccc3)c2)c(OC)c1
 : 21.4*	-12.0	-11.9	13.4	3.6	-9.9	-12.5	2.6	4.1
> Nc1cc(S(=O)(=O)Nc2cc(Cl)ccc2Cl)ccc1N1CCCC1
 : -4.0	16.0	4.3	4.7	-2.3	5.0	3.7	-1.2	-4.0
> CCC(=O)N1CCc2cc(-c3csc(NC(=O)c4ccco4)n3)ccc21
 : -1.6	7.6	2.5	0.2	3.8	-5.4	8.5	-5.1	-2.1
> Cc1ccc(-n2c(=O)[nH]c3c(oc4ccccc43)c2=O)cc1
 : -6.0	-19.2	-6.3	-1.7	-2.7	-2.8	-12.8	-0.6	-7.2
> O=C(NCc1ccccc1)C1=C[C@H](c2coc3ccccc3c2=O)C[C@H](OCCCCO)O1
 : 5.7	9.0	13.1	-0.6	-3.8	10.5	6.2	-1.7	2.6

Source: PubChem (several laboratories)
